Screening data from PubChem BioAssay.
Nrf2 block = inhibitors of Nrf2 signaling; A549 ARE-Fluc reporter, luciferase luminescence, 18-24 h; Potency, µM (highest dose often 46 µM), for the others: top-dose activity change, negative = inhibition, most hits filed as inhibitors; 2.1% of 360,000 active; further: potency means the concentration at half of the fitted maximal effect; on the % scale 0 is the no-effect control and ±100 the full control effect; nearly all actives have a fitted effect of over 60% in size
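Quantitative HTS in A549 cells stably bearing an antioxidant response element-firefly luciferase construct. Inhibition of Nrf2-driven transcription was scored by luminescence after 18-24 h of compound exposure at 37 °C.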
MCF10A rerep = induces DNA re-replication in MCF 10a normal breast cells; MCF 10A DNA re-replication, Hoechst nuclear intensity, 48 h; Potency, µM (doses to about 46.1 µM), without a hit: at the highest dose activity, positive = re-replication, most hits filed as activators; 2.9% of 350,000 active; AID 624296; further: potency means the concentration at half of the fitted maximal effect; % of control where 0% means no effect; nearly all actives have a fitted effect of over 50% in size
Nrf2 activator = activators of Nrf2 (ARE) signaling; AREc32 ARE-luciferase reporter (MCF7-derived line), luminescence, 24 h; Potency, µM (titrated, usually from 46.1 µM), for inactives: at the highest dose activation, hits mostly activators; 0.31% of 410,000 active; AID 624171; further: potency means the concentration at half of the fitted maximal effect; % of control where 0% means no effect; nearly all actives have a fitted effect of over 65% in size
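Luciferase luminescence (Steady-Glo, 30 min at room temperature) served as the read-out of ARE activation in AREc32 cells treated with compounds for 24 hr at 37 deg C.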
ATXN2 expr inh = reduces ATXN2 reporter expression in HEK-293 cells | 0.72% of 360,000 active | AID 1745845 | HEK-293 ATXN2-luciferase reporter, luminescence, 24 h | Potency, µM (series often up to 57 µM), inactives show at the top dose activity change, negative = inhibition, hits mostly inhibitors; further: potency means the concentration at half of the fitted maximal effect; on the % scale 0 is the no-effect control and ±100 the full control effect; nearly all actives have a fitted effect of over 55% in size
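qHTS (up to 57 uM final) was run with 24 h compound exposure of reporter cells at 37 °C. Each well was multiplexed: SteadyGlo luminescence measured ATXN2-luciferase expression after a fluorogenic Gly-Phe-AFC viability readout (25 uM final).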
IL1B secr inh = blocks inflammasome-driven IL-1 beta release; AID 743279; THP-1 LPS/ATP IL-1B secretion, AlphaLISA, 16 h; hits give low values; activity change, % at 57.5 µM; 4.7% of 360,000 active; in the data active means activity change below about -50%; inconclusive means mostly about -30% to -49%; further: on the % scale 0 is the no-effect control and ±100 the full control effect
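THP-1 cells pretreated 1 hr with compounds (up to 57.5 uM final), then stimulated with LPS (250 ng/mL final) plus ATP (1.25 mM final); secreted IL-1B measured by AlphaLISA after 16 hr, decreased signal indicating inhibition.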
ATXN viability = viability counter-screen for ATXN expression inhibitors; 0.49% of 400,000 active; AID 651635; Potency, µM (highest dose often 56.7 µM), most hits filed as cytotoxic; S2 cells (HEK-293 line with an ATXN2-luciferase reporter) viability, CellTiter-Fluor protease fluorescence, 24 h; further: potency means the concentration at half of the fitted maximal effect; nearly all actives have a fitted effect of over 40% in size
A549 viability = kills or reduces viability of A549 cells in Nrf2 counter-screen; 0.16% of 390,000 active; Potency, µM (titrated, usually from 46 µM), for the others: top-dose activity change, negative = cytotoxicity, hits mostly inhibitors; A549 ARE-Fluc cells, CellTiter-Fluor viability, 18-24 h; AID 504648; further: potency means the concentration at half of the fitted maximal effect; on the % scale 0 is the no-effect control and ±100 the full control effect
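A549 ARE-Fluc cells in 5% FBS OPTI-MEM, 5000 cells/well, rested 2 h then exposed to compounds in concentration-response for 18-24 h at 37 °C. Viability by CellTiter-Fluor fluorescence (Ex 405/Em 525) after 30 min; luciferase luminescence (BugLite, 15 min, RT) read afterwards.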
HepG2 viability = kills HepG2 cells in TGF-b inhibitor counter-screen | HepG2 CAGA-GFP viability, ATP luminescence, 18 h | 0.76% of 410,000 active | Potency, µM (highest dose often 46.1 µM), for inactives: at the highest dose activity change, negative = cytotoxicity, most hits filed as cytotoxic; further: potency means the concentration at half of the fitted maximal effect; some results filed as inactive show a strong effect at the top dose
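CellTiter-Glo luminescence gave cytotoxicity after 18 hours at 37 degrees C. The cells were HepG2 CAGA-GFP in 1% FBS DMEM, stimulated with 500 pg/mL TGF-beta after compound addition. %Activity was normalised to no-cell wells (complete cell-killing) and DMSO (no toxicity), and curves were fitted and classified.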
TGFb inhibitor = inhibitors of TGF-b signaling. HepG2 CAGA-GFP TGF-b/SMAD3 reporter, GFP fluorescence, 18 h; TGF-beta stimulated, 500 pg/mL final. Potency, µM (series often up to 46.1 µM), inactives show at the highest dose activity, negative = inhibition, usual class: inhibitors. 1.2% of 410,000 active. AID 588855; further: potency means the concentration at half of the fitted maximal effect; on the % scale 0 is the no-effect control and ±100 the full control effect; nearly all actives have a fitted effect of over 65% in size
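HEPG2 CAGA-GFP, 1000 cells/well; 2 h settle, 37 C; cpd via pin tool; TGF-b 500 pg/mL final; 18 h, 37 C; GFP imaging ex488/em500-530; %Activity normalised to -TGF-b and +DMSO controls; CRC fit, curve class.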
Numbers without * were called inactive; i = inactive; ? = inconclusive; . = not tested or not shown; [ ] = another dose, or the depositor's remark. Unless noted, the call rests on the fitted dose curve; in most records, active means well fitted curve in the direction sought with a large enough effect; inconclusive means small, poorly fitted or top-dose-only effect, or another doubt; inactive means no such curve, though single readings can be large; an effect the other way counts as inactive or inconclusive.

Structure	Nrf2 block	MCF10A rerep	Nrf2 activator	ATXN2 expr inh	IL1B secr inh	ATXN viability	A549 viability	HepG2 viability	TGFb inhibitor
CC(OC(=O)c1cccc(-n2cnnn2)c1)C(=O)Nc1ccc(F)cc1 (stereo not given)	15%	0%	0.1%	-20%	27	i	-5%	-2%	0%
COc1ccc(CN(C(C)=O)c2cc(C)c([N+](=O)[O-])cc2OC)cc1OC	.	.	-0.9%	.	-24	i	.	-22%	-4%
O=C(NC1CCCCC1)N1CCN(c2ccccc2Cl)CC1	13%	-3%	0.0%	0%	-30	i	-1%	0%	-13%
O=C(C1CCCO1)N1CCN(C(=S)Nc2ccccc2C(F)(F)F)CC1 (stereo not given)	-4%	-5%	-1.0%	-16%	28	i	14%	16%	17%
Cc1ccc(NC(=O)CCCc2nnc3n(C)c(=O)c4sccc4n23)cc1C	0%	.	0.5%	.	.	.	3%	2%	-23%
N=C1C(c2nc3ccccc3s2)=C(O)CN1Cc1ccccc1	12%	5.2µM*	0.5%	-2%	0	i	?	-19%	0%
O=[N+]([O-])c1ccc2c(OCc3nnc(-c4ccccc4Br)o3)ncnc2c1	?	12%	2.5%	-19%	38	i	-13%	-18%	-11%
CCOc1cc(O)c(-c2[nH]ncc2-c2nc(C)cs2)cc1CC	-3%	?	0.0%	-24%	5	i	0%	-47%	?
O=c1cc(N2CCCCC2)c(-c2ccccc2)nn1Cc1c(Cl)cccc1Cl	18µM*	21µM*	0.3%	?	-67*	?	?	18µM*	10µM*
Cc1ccc(S(=O)(=O)CCC(=O)NCCc2ccc(Cl)cc2)cc1	0%	0%	-0.9%	-16%	-12	?	2%	-19%	-17%

A different layout for part of the listing above:
Sequence of screens: Nrf2 block | MCF10A rerep | Nrf2 activator | ATXN2 expr inh | IL1B secr inh | ATXN viability | A549 viability | HepG2 viability | TGFb inhibitor
> COc1ccc(CN(C(C)=O)c2cc(C)c([N+](=O)[O-])cc2OC)cc1OC
→ . | . | -0.9% | . | -24 | i | . | -22% | -4%
> O=C(NC1CCCCC1)N1CCN(c2ccccc2Cl)CC1
→ 13% | -3% | 0.0% | 0% | -30 | i | -1% | 0% | -13%

The results go on.
Structure	Nrf2 block	MCF10A rerep	Nrf2 activator	ATXN2 expr inh	IL1B secr inh	ATXN viability	A549 viability	HepG2 viability	TGFb inhibitor
O=S(=O)(c1ccc(NCc2ccccc2)cc1)N1CCOCC1	-26%	-4%	-0.5%	0%	-8	i	-4%	-19%	?
O=C(O)COc1ccc(-c2nccc(-c3ccccn3)n2)cc1	2.1µM*	19%	-1.3%	?	0	i	-1%	-2%	9%
Cc1ccc(S(=O)(=O)/N=C(/Nc2ccc3[nH]c(=O)[nH]c3c2)c2ccc(F)cc2)cc1	-13%	-11%	0.0%	.	-11	i	5%	0%	12%
COc1cc(C(=O)OC(C)CN2CCCC2)cc(OC)c1OC (stereo not given)	8%	0%	-0.6%	2%	-7	i	-13%	6%	-5%
CC(CNC(=O)Cn1ccc2cc(S(=O)(=O)N3CCCCC3)ccc21)c1ccccc1 (stereo not given)	?	.	4.5%	-17%	.	?	0%	-30%	?
COC(=O)c1ccc(CSc2nc3ccc(Cl)cc3[nH]2)o1	.	-3%	0.8%	-29%	-10	i	3%	-27%	12%
Cc1ccc2ccccc2c1Cn1c(-n2ccnc2)nc2c1c(=O)n(C)c(=O)n2C	0%	0%	0.3%	-15%	17	i	-1%	0%	-2%
COC(=O)C1=C/C=C\CN(C(c2ccccc2)c2ccccc2)/C=C\1C(=O)OC	.	.	2.9%	.	13	i	.	-66%	-20%
O=C(CSc1n[nH]c(=O)n1C1CC1)Nc1ccc(Cl)c(Cl)c1	11%	0%	2.2%	-16%	-10	i	0%	-23%	-20%
Cc1ccc2ncnc(-c3ccccc3)c2c1	-24%	-11%	-1.3%	-19%	14	i	-1%	-4%	4%
CC(C)(C)CN1CCNC(=O)C1CC(=O)NC1Cc2ccccc2C1 (stereo not given)	-3%	9%	-0.3%	1%	-6	i	2%	1%	-19%
Cc1ccc(S(=O)(=O)N2CCC(C(=O)OC3CCOC3=O)CC2)cc1C (stereo not given)	16%	?	-0.7%	4%	21	i	-5%	-15%	-25%
CC(NS(=O)(=O)c1ccc(OCC(=O)N2CCOCC2)cc1)c1ccccc1 (stereo not given)	-8%	-7%	-0.3%	-8%	-12	i	2%	-2%	9%
O=C(CC1Sc2ccccc2NC1=O)Nc1cccnc1 (stereo not given)	?	-5%	0.2%	1%	19	i	-4%	-14%	11%
COc1ccc(CN2CCCCC2C(=O)Nc2ccc(OC)c(OC)c2)cc1OC (stereo not given)	-11%	?	0.1%	-11%	-3	i	2%	0%	-2%
CCC1CCCCN1CCCNC(=O)c1ccc(CS(=O)(=O)c2ccccc2C)o1 (stereo not given)	12%	-2%	-0.6%	-4%	-1	i	1%	0%	-1%
N#CCC(=O)N/N=C/c1ccc(Sc2nc3ccccc3s2)o1	?	?	?	0%	11	i	-27%	-21%	34%
CC(=O)Nc1cc[n+](C(C)C(=O)c2ccccc2)cc1 (stereo not given)	-20%	10%	0.0%	4%	47	i	5%	-19%	5%
CCc1cccc(NC(=O)COC(=O)C2CCN(c3ccc(C(F)(F)F)cn3)CC2)c1	1%	?	-0.1%	0%	12	?	-5%	-5%	-19%
O=C(CN(Cc1ccco1)S(=O)(=O)c1ccccc1)N/N=C/c1ccccc1C(=O)O	-8%	-2%	0.1%	-18%	-12	i	6%	-7%	-2%
O=C(c1ccccc1NS(=O)(=O)c1ccc(F)cc1)N1CCCCC1	12%	4%	0.2%	7%	9	i	-16%	13%	-1%
Cc1ccc(S(=O)(=O)Nc2ccc(S(=O)(=O)Nc3nccs3)cc2)cc1C	-1%	-43%[inhibitor]	0.3%	-4%	-12	i	-2%	6%	7%
O=C(CN1C(=O)NC2(CCOc3ccccc32)C1=O)NCC(F)(F)F (stereo not given)	10%	-4%	-0.1%	-2%	21	i	4%	-10%	13%
CCCCCc1nn2cc(-c3ccccc3)nc2s1	?	.	-0.3%	22%	.	i	4%	-11%	-6%
COc1cc(Cl)ccc1OC(=O)c1cn(-c2ccccc2OC)c(=O)c2ccccc12	-15%[9.27 µM]	.	-4.1%	14%	.	i	0%	-2%	4%
COc1ccc(NC(=O)[C@H](C)NC(N)=O)cc1S(=O)(=O)Nc1cc(C)ccc1Br	2%	-2%	-0.5%	-24%	-15	i	-7%	-18%	1%
CC(C)(C)C(=O)NC1(C(F)(F)F)C(=O)Nc2c1c(=O)[nH]c(=O)n2-c1ccccc1 (stereo not given)	9%	.	0.5%	7%	.	i	1%	-14%	2%
CCNC(=S)N1CCC(C(N)=O)CC1	0%	4%	0.0%	13%	-5	i	-1%	0%	2%
Oc1c(C(c2cccc(Cl)c2)N2CCOCC2)sc2nc(-c3ccco3)nn12 (stereo not given)	.	.	0.7%	-9%	.	i	2%	-21%	-28%
CCOC(=O)CSc1nc2c(c(=O)[nH]c(=O)n2C)n1CCCc1ccccc1	4%	16%	0.3%	1%	12	i	15%	-17%	4%
CCOC(=O)c1ccc(N2C(=O)CC(Sc3ncccn3)C2=O)cc1 (stereo not given)	5%	1%	-0.6%	.	-10	i	-2%	0%	9%
FC(F)(F)Oc1ccc(-c2cn3cccnc3n2)cc1	-8%	-1%	8.2%	.	?	i	-15%	-17%	-3%
COc1ccc(C(=O)NCCC2=CCCCC2)cc1OC	.	-3%	13%	81%[activator]	-15	i	-6%	-2%	-7%
COc1ccc(-c2noc(C3CCCN(C(=O)c4cccs4)C3)n2)cc1 (stereo not given)	?	12%	0.9%	1%	-30	?	0%	-11%	2%
CC(=O)Nc1cccc(OCC(=O)NS(=O)(=O)c2ccc(C)cc2)c1	0%	-1%	0.5%	-2%	9	i	19%	2%	11%
CC(C)CNC(=O)C(=O)Nc1c2c(nn1-c1ccc(Cl)cc1)CSC2	.	.	-0.4%	6%	.	i	7%	-10%	-3%
N#Cc1ccc(Oc2nc(Nc3ccc(F)cc3)nc(N3CCCC3)n2)cc1	.	-2%	0.1%	-8%	-18	i	-7%	-4%	-1%
CCCC(=O)Oc1c(Sc2ccc(Cl)cc2)c(C)nn1-c1ccccc1	-5%[9.27 µM]	.	0.2%	.	.	.	2%	-30%	?
CCCN1C(C)C(C(=O)OCC)=CN(Cc2cccc(I)c2)S1(=O)=O (stereo not given)	-19%	-4%	7.5%	3%	5	i	?	-23%	?
COc1ccc(S(=O)(=O)N2CCOC23CCN(C(=O)c2ccc(Cl)cc2Cl)CC3)cc1	-18%	12%	3.8%	-1%	.	i	-1%	-9%	-21%
Cc1cccc(N2CCN(C(=O)c3ccc4nc(-c5ccco5)c(-c5ccco5)nc4c3)CC2C)c1 (stereo not given)	21µM*	12µM*	-1.9%	?	?	?	?	-31%	?
COc1ccc([N+](=O)[O-])cc1NC(=O)C(C)OC(=O)C1c2ccccc2Oc2ccccc21 (stereo not given)	-17%	0%	-0.2%	-3%	8	i	0%	-2%	0%
C=CCn1c2ccccc2c2nnc(SCC(=O)Nc3cc(C)on3)nc21	-8%	2%	-0.1%	-5%	5	i	-4%	1%	-6%
O/C(=C\c1nc2ccccc2nc1/C=C(\O)c1ccccc1)c1ccccc1	24%	11%	26%	27%	-98*	i	0%	-15%	-7%
COc1cccc(NC(=O)C2CC(=O)N(c3ccc(Br)cc3)C2)c1 (stereo not given)	4%	.	-1.3%	-5%	.	i	2%	-3%	6%
CCC(C(=O)NC(C)CCc1ccccc1)n1nc(C)n2c(cc3occc32)c1=O (stereo not given)	?	4%	4.9%	-5%	-17	i	-8%	-10%	-24%
CCN(CC)CCNC(=O)c1[nH]c2ccc(OCc3ccccc3)cc2c1C	3%	?	6.2%	?	-95*	?	3%	-40%	?
